# Source: PubChem BioAssay
# Diaphorase act = activates diaphorase or chemically reduces, flagging diaphorase assay artifacts; Diaphorase/resazurin coupled assay, resorufin fluorescence, 16 min; stronger effect = higher value; 1 = vehicle wells, 0 = NADH-free wells; activation factor at 20 µM; 190,000 compounds, 0.005% hits; AID 1229;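 active means diaphorase activity raised at least twofold by the compound at 20 µM; inactive means activation factor below 2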
#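 test system = bacterial diaphorase enzyme (C. kluyveri) | quantity = enzyme 0.07 U/mL final | reagent = NADH substrate 0.114 mM plus resazurin dye 0.1 mM, final | incubation = 16 min enzyme reaction, ambient temperature | buffer or medium = HEPES pH 7.4 buffer with MgCl2 and Tween 20 | signal = fluorescence of resorufin, 544 nm excitation, 590 nm emission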
# PMI act satM6P = activators of human phosphomannose isomerase at near-saturating mannose 6-phosphate | P34949 | coupled PMI enzyme assay, resazurin fluorescence, 20 min; stronger effect = higher value; 1 = untreated enzyme, 0 = substrate-free blank | activation factor at 20 µM | 190,000 compounds, 0.34% hits | AID 1216;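 active means activation factor of 2 or more at 20 µM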
# Target sequence (P34949 whole entry, looked up): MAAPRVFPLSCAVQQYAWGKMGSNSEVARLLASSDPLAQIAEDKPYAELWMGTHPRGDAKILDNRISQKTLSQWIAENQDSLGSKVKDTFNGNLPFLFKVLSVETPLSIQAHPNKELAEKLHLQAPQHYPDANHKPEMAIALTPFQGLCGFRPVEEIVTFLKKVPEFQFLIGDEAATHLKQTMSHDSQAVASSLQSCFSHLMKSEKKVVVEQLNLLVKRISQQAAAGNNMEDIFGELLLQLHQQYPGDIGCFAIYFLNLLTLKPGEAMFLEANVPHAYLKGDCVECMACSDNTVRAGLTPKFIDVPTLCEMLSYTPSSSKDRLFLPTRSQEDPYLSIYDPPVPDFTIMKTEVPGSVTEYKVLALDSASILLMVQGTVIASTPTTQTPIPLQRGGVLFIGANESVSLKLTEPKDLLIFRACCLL
#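 Material: human phosphomannose isomerase with PGI, G6PDH, diaphorase coupling enzymes; amount: PMI at 15 ng/mL final; also added: Mannose-6-phosphate 1.0 mM (near-saturating) plus 0.22 mM NADP+; incubation: enzyme reaction with compound 20 min at room temperature; signal: resorufin fluorescence (Ex 544/Em 590 nm) from resazurin via diaphorase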
# PPARg SRC-1 ag = PPARgamma-driven SRC-1 recruitment agonism. P37231. PPARgamma-SRC-1 coactivator recruitment biochemical assay. activation, % at 8 µM. 200,000 compounds, 0.41% hits; in the data active means activation above about 19%;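 further: 0% = DMSO and 100% = reference agonist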
# PMI activator = phosphomannose isomerase (human) activation. P34949. purified human PMI, coupled resazurin fluorescence, 20 min; stronger effect = higher value; 1 = vehicle control, 0 substrate-free wells. activation factor at 20 µM. 190,000 compounds, 0.005% hits;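 active means activation factor of 2 or more at 20 µM, relative to plate controls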
# Diaphorase inh = diaphorase inhibition or chemical oxidation counter-screen. diaphorase resazurin-to-resorufin fluorescence, NADH, 16 min; bacterial (C. kluyveri) enzyme, not human. inhibition, % at 20 µM. 190,000 compounds, 0.69% hits. AID 1217;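 active means primary screen inhibition at 20 µM above a set limit, cut at about 50% in these data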;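 further: plate controls were DMSO with full reaction for no effect and wells lacking NADH for full effect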
#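 controls = No-NADH positive control and DMSO neutral control | system = Clostridium kluyveri diaphorase enzyme | timing = reaction incubation of 16 min at room temperature | signal = resorufin fluorescence 544/590 nm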
# G6PDH counter = counter-screen for G6PDH assay hits: L. mesenteroides G6PDH inhibition; Purified L. mesenteroides G6PDH, diaphorase/resazurin coupled fluorescence, 45 min; AID 1020; inhibition, % at 5 µM; 200,000 compounds, 0.12% hits; in the data active means inhibition above about 50%
# PPARg SRC3 recr = promotes SRC-3 coactivator recruitment by human PPARgamma. P37231. biochemical PPARgamma/SRC-3 coactivator recruitment assay. activation, % at 8 µM. 200,000 compounds, 0.26% hits. AID 731; in the data active means activation above about 23%;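 further: 0% = DMSO and 100% = reference agonist; some compounds past the cut are filed as inactive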
# S1P3 antagonist = antagonists of human S1P3 receptor; AID 485; Q99500; CHO S1P3 NFAT-BLA reporter, FRET fluorescence, antagonist mode; 170,000 compounds, 0.27% hits; inhibition, % at 4.98 µM;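 active means inhibition above the plate cutoff, the mean inhibition of test wells on that plate plus 3 SD, cut at about 28% in these data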;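 further: cells challenged with S1P at its EC80 of 0.8 µM; blue over green emission ratio from cleaved BLA substrate after 4 h stimulation; 0% = S1P-stimulated wells and 100% = unstimulated DMSO-only wells; some compounds past the cut are filed as inactive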
# TR-FRET SRC-2 ct = counter-screen for PPARgamma SRC-2 recruitment agonists: TR-FRET artefact. stronger effect = higher value. 200,000 compounds, 0.4% hits. TR-FRET ratio at 8 µM; in the data active means TR-FRET ratio above about 2000; further: inactives centre near 1500
# ROMK primary = human ROMK K+ channel modulation, primary screen | Tet-inducible ROMK, thallium flux fluorescence; actives lie on both sides | B-score at 10 µM | 130,000 compounds, 2% hits | AID 1918;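 active means signal ratio slope over the read window, or its plate-corrected B-score, at least 3 SD from the plate mean, either direction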;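 further: B-score of the F/F0 ratio slope over 7 to 12 s after thallium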
# Target sequence (P48048 whole entry, looked up): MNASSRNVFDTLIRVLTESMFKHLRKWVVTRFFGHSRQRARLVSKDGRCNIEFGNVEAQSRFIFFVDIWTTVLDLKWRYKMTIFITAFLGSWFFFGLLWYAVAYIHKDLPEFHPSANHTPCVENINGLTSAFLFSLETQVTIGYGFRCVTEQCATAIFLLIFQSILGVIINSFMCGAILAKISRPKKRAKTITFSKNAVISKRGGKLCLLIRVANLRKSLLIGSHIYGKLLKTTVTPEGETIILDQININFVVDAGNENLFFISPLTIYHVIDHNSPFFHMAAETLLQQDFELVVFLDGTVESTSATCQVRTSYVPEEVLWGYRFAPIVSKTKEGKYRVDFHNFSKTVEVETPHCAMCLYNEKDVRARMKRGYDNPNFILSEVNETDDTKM
# PPARg SRC2 recr = promotes SRC-2 coactivator recruitment by human PPARgamma; 200,000 compounds, 0.34% hits; AID 1032; P37231; activation, % at 8 µM; PPARgamma LBD-SRC-2 recruitment, biochemical; in the data active means activation above about 22%;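 further: 0% = vehicle and 100% = reference agonist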
# * marks the source's active call; other numbers are inactive results; · = no result given.
SMILES,Diaphorase act,PMI act satM6P,PPARg SRC-1 ag,PMI activator,Diaphorase inh,G6PDH counter,PPARg SRC3 recr,S1P3 antagonist,TR-FRET SRC-2 ct,ROMK primary,PPARg SRC2 recr
CCOC(=O)CNc1ccc2c(c1)OCO2,0.8,0.9,0,0.8,24,-9,0,-11,1666,·,16
CCOc1cc(C(=S)N2CCCCC2)ccc1OS(=O)(=O)c1ccc(Cl)cc1,0.8,0.9,0,0.9,16,1,-1,·,1712,·,10
Cc1sc(NC(=O)c2cccc([N+](=O)[O-])c2)c(C(N)=O)c1-c1ccc(C(C)(C)C)cc1,1.1,1,-4,0.9,-7,-23,-6,·,1560,1.8,3
O=C(Cn1cnc2ccccc21)c1ccc(Br)cc1,0.9,0.8,1,0.8,7,11,4,5,1590,-0.41,5
Cc1cccc2c1NC(C)CC2C (centres undefined),0.8,1.1,0,0.9,20,2,12,·,1561,-0.3,2
CC1(C)CC(=O)C/C(=N\NC(=O)C2C3CCCCC32)C1 (centres undefined),0.8,0.9,0,0.9,16,4,2,8,1503,0.75,-2
COc1ccc(C2CC(c3cccs3)=NN2C(=O)CSc2nc3c(cnn3-c3ccccc3)c(=O)[nH]2)cc1 (centres undefined),0.8,0.9,-2,1,24,12,0,0,1458,-2.2,3
Cn1c(N2CCOCC2)nc(-c2ccccc2)c1-c1ccccc1,0.9,1.1,-8,1,9,0,9,22,1467,·,-3
Cc1ccc(OCCN(C)C)c([N+](=O)[O-])c1,1,1.1,-3,1.1,4,0,2,-10,1381,1,-4
O=C(CC1C(=O)NCCN1Cc1ccc(-c2ccccc2)cc1)NCc1ccncc1 (centres undefined),0.9,0.8,10,1,7,10,-4,-3,1508,-0.14,3
Cc1cc(NC(=O)CSc2nnc(-c3ccco3)n2CC2CCCO2)no1 (centres undefined),1,1.1,4,1.1,4,3,-6,7,1568,0.54,1
O=C(Nc1cccc(-c2cn3ccccc3n2)c1)c1cccs1,1,1.2,11,1.3,-3,2,-1,2,1569,-0.59,4
Cc1ccc(CSCCNC(=O)CCSc2ccccc2)cc1,0.9,0.9,-4,1,7,0,-3,·,1414,·,1
O=C(NCc1nnc(SCC(=O)N2CCC(Cc3ccccc3)CC2)o1)c1ccccc1F,0.8,0.8,-2,0.8,22,-25,2,-20,1508,·,-3
Cc1cc(OCC(O)CN2CCN(C)CC2)ccc1C(C)C (centres undefined),0.9,1.1,8,1,13,-1,-18,22,1361,-0.033,2
O=S(=O)(/N=C(/NNS(=O)(=O)c1ccccc1)c1ccccc1)c1ccccc1,0.8,1,0,1.1,19,15,3,-9,1540,0.35,-6
Cc1ccc(Cl)cc1NC(=S)N(Cc1ccccc1)Cc1cccnc1,0.9,1,0,1,12,-8,0,-8,1475,0.92,1
O=C(Cn1nc(Cl)nc1Cl)c1ccc2c(c1)OCCO2,0.9,1,1,1,12,2,5,-15,1607,·,5
CS(=O)(=O)N(CC(=O)Nc1ccccc1Sc1ccccc1)c1cccc(Br)c1,0.8,0.8,-13,0.8,22,-15,1,·,1512,·,-8
CC(=O)Oc1ccc(C(=O)Nc2cccc(C(=O)c3cccc(NC(=O)c4ccc(OC(C)=O)cc4)c3)c2)cc1,0.9,1,10,0.9,14,12,0,-17,1550,2,2
CCC1=NN(C(=O)c2ccc(C)cc2)C(O)(c2ccc(Br)cc2)C1 (centres undefined),0.9,1,0,1,6,7,2,16,1631,·,7
CCOc1ccc(/C=C/C(O)=C2/C(=O)N(C)C3(C)CC2c2ccccc2O3)cc1OC (centres undefined),1.1,1.1,-3,1.1,-6,11,-7,2,1332,1.3,-12
Cc1ccccc1CNS(=O)(=O)c1ccc2c(c1)OCCO2,1,1.1,-1,1.1,-3,2,2,-12,1500,·,-8
CCOC(=O)N1CCN(C(=O)CSCC(=O)Nc2nc(-c3ccc(-c4ccccc4)cc3)cs2)CC1,0.8,0.9,3,0.9,18,-58,9,·,1636,·,1
COC(=O)c1sccc1NC(=O)CSc1cccc(Cl)c1Cl,0.8,1,6,0.9,16,12,13,·,1794,·,-1

# 3 compounds already listed, sorted by their value in Diaphorase act, high to low:
SMILES	Diaphorase act
Cc1sc(NC(=O)c2cccc([N+](=O)[O-])c2)c(C(N)=O)c1-c1ccc(C(C)(C)C)cc1	1.1
CCC1=NN(C(=O)c2ccc(C)cc2)C(O)(c2ccc(Br)cc2)C1 (centres undefined)	0.9
O=C(NCc1nnc(SCC(=O)N2CCC(Cc3ccccc3)CC2)o1)c1ccccc1F	0.8

# More structures.
SMILES,Diaphorase act,PMI act satM6P,PPARg SRC-1 ag,PMI activator,Diaphorase inh,G6PDH counter,PPARg SRC3 recr,S1P3 antagonist,TR-FRET SRC-2 ct,ROMK primary,PPARg SRC2 recr
Cc1ccc(NC(=O)Cc2noc3ccccc23)cc1,0.8,0.8,7,0.9,16,3,1,·,1635,·,-2
Cc1cc(C)n2nc(C(=O)NCc3ccco3)cc2n1,0.8,0.9,4,1,19,4,0,-12,1517,0.55,-4
O=C(CCC(=O)Nc1ccccc1)N/N=C/c1ccco1,0.9,1.1,-3,1.1,14,9,-2,·,1550,0.28,3
COc1cccc(NC(=O)CSc2c3c(nc4ccccc24)CCCC3)c1,0.8,0.9,21*,0.8,21,8,13,1,1718,0,21
CCCCNC(=O)/C(C#N)=C/c1ccc(C(=O)OC)cc1,1,1.1,2,1.1,0,4,2,-27,1718,-0.81,-5
NC(=O)Cc1ccc(C(=O)c2ccc(F)cc2)s1,1,1.1,4,1.1,3,8,4,-13,1666,0.082,2
CN(C)c1ccc(-c2nnn(CC(=O)Nc3ccccc3N3CCOCC3)n2)cc1,0.9,0.9,7,0.9,11,6,2,-10,1495,·,6
Cn1c(SCC(=O)N2CCOCC2)nc2sc3c(c2c1=O)CCCC3,0.8,0.9,-4,0.9,20,9,0,23,1380,2.4,-1
Cc1ccc(NC(=O)CN2C(=O)S/C(=C\C(=O)Nc3ccc(Cl)cc3)C2=O)cc1,0.9,0.9,-2,1,7,4,5,-17,1672,-0.062,6
Cc1cccc2sc(NC(=O)[C@@H]3CCCN3C(=O)c3cccs3)nc12,0.9,1.1,1,1,13,-2,4,-9,1696,0.52,3
CN(C)S(=O)(=O)c1cccc(NC(=S)Nc2ccc3cn[nH]c3c2)c1,0.8,0.5,-9,0.6,22,4,2,-10,1616,1.7,1
COc1ccc(CC(=O)Nc2ccccc2N2CCOCC2)cc1OC,0.9,1,-7,1,10,5,0,-4,1495,-0.28,1
CCOC(=O)CC(NS(=O)(=O)c1ccc(NC(C)=O)cc1)c1ccc(OCC)cc1 (centres undefined),1,1.1,1,1.1,3,4,6,10,1623,·,3
O=C(NNC(=O)C1CCN(S(=O)(=O)c2ccc(Cl)cc2)CC1)c1ccc(Cl)cc1,1,1,0,1,4,1,-3,·,1577,·,10
COC(=O)c1ccc(COc2ccccc2/C=C(\C#N)C(=O)Nc2ccc(C)cc2C)cc1,1,1.1,-7,1,-1,15,5,-13,1417,·,-1
CC(=O)c1ccc(Oc2ccc(C(C)=O)cc2)cc1,0.8,0.9,-3,0.9,17,4,-2,·,1709,·,3
O=C(NCc1ccco1)C12CC3CC(CC(C3)C1)C2,1,1.1,12,1.1,1,-2,9,·,1573,-0.0093,15
Cc1ccccc1C1C(C#N)=C2NC(=O)c3c(sc4c3CCCCC4)N2C2=C1C(=O)CC(C)(C)C2 (centres undefined),0.9,1,10,1.1,8,1,8,·,1495,-0.44,8
Cc1ccc(NS(=O)(=O)c2ccc(C)c(C(=O)N3CCN(C)CC3)c2)cc1,0.7,0.9,2,0.9,26,3,0,·,1714,·,6
CC(Nc1cc(N2CCNCC2)ccc1[N+](=O)[O-])c1ccccc1 (centres undefined),0.8,0.8,-3,0.9,17,10,6,1,1502,-3.2*,12
CCCCN(C)S(=O)(=O)c1ccc(C(=O)N(CCN(C)C)c2nc3ccc(C)cc3s2)cc1,0.8,1,0,1,17,2,1,-21,1649,-0.11,-2
CC1CCN(C2=C(NS(=O)(=O)c3ccc(Cl)cc3)C(=O)c3ccccc3C2=O)CC1,0.8,1,-3,1.4,22,30,5,2,1531,·,5
COc1ccc(CCN(C)C(=O)CSc2nccn2C)cc1OC,1,1,10,1,2,15,6,-4,1530,0.45,11
O=C(O)C1CCN(Cc2ccccn2)CC1,0.9,1.2,-1,1.2,6,2,3,-4,1343,-0.16,0
C=CCn1c(Cc2csc(N)n2)nnc1SCC(=O)OCC,0.8,0.9,3,0.9,16,-6,-3,10,1328,-0.0052,-1
SMILES,Diaphorase act,PMI act satM6P,PPARg SRC-1 ag,PMI activator,Diaphorase inh,G6PDH counter,PPARg SRC3 recr,S1P3 antagonist,TR-FRET SRC-2 ct,ROMK primary,PPARg SRC2 recr
Cc1onc(-c2c(F)cccc2Cl)c1C(=O)Nc1nccs1,0.9,0.9,10,1,8,4,6,-21,1747,-0.17,13
CCC(=O)NC(=S)Nc1ccc(NC(=S)NC(=O)c2ccccc2)cc1,·,·,24*,·,·,16,3,-7,1582,1.2,3
CC(C)C1C(C#N)=C(N)Oc2n[nH]c(-c3ccc4ccccc4c3)c21 (centres undefined),0.8,0.9,2,0.8,19,0,5,·,1471,0.32,-2
O=C(Cc1ccccc1)NCC(=O)OC(c1ccccc1)c1ccccc1,0.8,1,12,0.9,23,6,1,-15,1656,0.24,2
Cc1oc(-c2cccs2)nc1CS(=O)CC(=O)NCCc1ccccc1 (centres undefined),0.7,0.9,0,0.8,34,-1,-4,-9,1519,·,-5
CCCCN(C)CCNC(=O)c1c[nH]c2ccc(S(=O)(=O)N(CC)CC)cc2c1=O,1,1.1,10,1.1,1,6,1,3,1625,0.087,6
Cc1cc(NC(=O)CCC(=O)N(c2cccc(F)c2)C(C(=O)NC2CCCC2)c2ccncc2)no1 (centres undefined),0.9,1,2,1,12,4,0,-15,1591,·,1
COC(=O)Nc1ccc(S(=O)(=O)N2CCC(C(=O)NC3CCCCC3)CC2)cc1,1,0.9,0,0.9,4,4,3,-1,1737,0.053,8
Cc1ccc(NC(=O)C2(c3ccccc3)CCOCC2)c([N+](=O)[O-])c1,0.9,1,-8,1,12,4,-3,6,1299,·,-7
CC(=O)Nc1ccccc1OCCOc1ccc(Br)cc1,0.9,0.9,6,0.9,7,12,5,0,1597,-2.8,4
